Screening data: PubChem, several laboratories
LMP1 NFkB inh = EBV LMP1-driven NF-kappaB luciferase reporter inhibitors, primary screen, cell-based, luminescence, single point. LMP1-induced NF-kappaB luciferase reporter cells. AID 504558, 2011. inhibition, % at 12.5 µM. hit rate 0.69% among 350,000; in the data active means inhibition above about 41%;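 further: 0% = neutral control wells and 100% = reference inhibitor control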
TROY signal inh = inhibitors of TROY-driven NF-kB signaling, primary screen, Q293 LMP1-TROYcd cells, NF-kB luciferase, uHTS; Q293 LMP1-TROYcd NF-kB luciferase reporter, 4 h; inhibition, % at 10 µM; hit rate 0.98% among 360,000;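 active means compounds whose plate-normalised and pattern-corrected inhibition of the luciferase reporter signal at the single screening dose is 50% or more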
NCOA1 inh = SRC1 coactivator transcriptional activity inhibitors, primary screen, cell-based, luminescence; Nuclear receptor coactivator 1 (Homo sapiens), Q15788; HEK293 GAL4-SRC1 luciferase reporter; inhibition, % at 3.6 µM; hit rate 0.12% among 360,000;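 active means inhibition above the campaign mean plus 3 SD, with each screening campaign given its own cutoff, cut at about 60% in these data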;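 further: 0% = DMSO treated cells and 100% = gossypol at 36 µM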
TRAIL sens C8 = viability loss with TRAIL in NB7+C8 cells, primary screen, TRAIL sensitizer project, cell-based, ATPlite luminescence. AID 624354, 2012. hit rate 1% among 360,000. inhibition (viability loss, TRAIL sensitization), % at 10 µM;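 active means compounds causing at least 50% loss of cell viability in the single-dose screen, relative to plate controls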
Vif inh = HIV Vif self-association inhibitors, primary screen, imaging, HEK293T, single point; HEK293T cells, Vif self-association by quenched fluorescence, 24 h; inhibition, % at 7.49 µM; hit rate 0.35% among 340,000; AID 602346, 2012; in the data active means inhibition above about 50%, passing the limit was not always enough; further: some results filed as inactive read as strong as hits
TLR9-MyD88 block = inhibitors of TLR9-MyD88 association in cells, primary screen, cell-based, CHO, BLA complementation, fluorescence; hit rate 0.21% among 340,000; inhibition, % at 4.98 µM; CCF4 FRET ratio; Toll-like receptor 9 (Homo sapiens) + Myeloid differentiation primary response protein …;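 active means inhibition above the mean over all tested compounds plus 3 SD, cut at about 21% in these data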;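 further: 0% = DMSO only wells and 100% = clavulanate BLA inhibitor control wells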
COUP-TFII inh = NR2F2 transcriptional activity inhibitors, primary screen, cell-based, luciferase reporter, HEK293T, luminescence; HEK293T NGFI-A luciferase reporter; inhibition, % at 8.6 µM; hit rate 0.7% among 370,000;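 active means inhibition above a per-plate cutoff, mean inhibition of test wells between control levels plus 3 SD, cut at about 38% in these data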;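 further: cells cotransfected with COUP-TFII expression vector driving the NGFI-A reporter; 0% = median of COUP-TF2 test wells and 100% = reporter-only cells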
Target sequence (P24468 whole entry, looked up): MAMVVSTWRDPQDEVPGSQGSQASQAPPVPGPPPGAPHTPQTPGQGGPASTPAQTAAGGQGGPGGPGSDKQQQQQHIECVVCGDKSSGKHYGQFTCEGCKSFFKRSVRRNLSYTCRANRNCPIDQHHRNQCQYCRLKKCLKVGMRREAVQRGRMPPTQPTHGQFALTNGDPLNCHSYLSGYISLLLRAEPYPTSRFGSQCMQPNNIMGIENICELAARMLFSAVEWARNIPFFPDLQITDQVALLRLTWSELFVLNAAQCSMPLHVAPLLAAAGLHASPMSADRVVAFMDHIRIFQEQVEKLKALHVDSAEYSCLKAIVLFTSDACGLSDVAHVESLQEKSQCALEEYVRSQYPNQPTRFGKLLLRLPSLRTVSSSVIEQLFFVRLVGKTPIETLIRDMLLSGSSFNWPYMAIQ
SRC2 inh = inhibition of GAL4-SRC2 driven luciferase reporter, primary screen, SRC2 inhibitor project, cell-based, luminescence; HEK293 GAL4-SRC2 luciferase reporter; inhibition, % at 9 µM; hit rate 0.17% among 370,000; AID 651957, 2012;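 active means inhibition above the mean inhibition of all tested compounds plus 3 SD, set per campaign, cut at about 52% in these data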;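 further: 0% = DMSO treated cells and 100% = cells given Gossypol at 36 µM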
LRH-1 inv ag = LRH-1 (NR5A2) inverse agonists, primary screen, cell-based, luminescence, HEK293T, StAR-luciferase reporter | Nuclear receptor subfamily 5 group A member 2 (Homo sapiens), O00482 | inhibition, % at 3.6 µM | LRH-1 transfected, 24 h | hit rate 0.13% among 360,000;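 active means inhibition above the mean inhibition of all tested compounds plus 3 SD, cut at about 73% in these data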;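 further: 0% = DMSO wells and 100% = reporter-only cells lacking LRH-1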
Target sequence (O00482 whole entry, looked up): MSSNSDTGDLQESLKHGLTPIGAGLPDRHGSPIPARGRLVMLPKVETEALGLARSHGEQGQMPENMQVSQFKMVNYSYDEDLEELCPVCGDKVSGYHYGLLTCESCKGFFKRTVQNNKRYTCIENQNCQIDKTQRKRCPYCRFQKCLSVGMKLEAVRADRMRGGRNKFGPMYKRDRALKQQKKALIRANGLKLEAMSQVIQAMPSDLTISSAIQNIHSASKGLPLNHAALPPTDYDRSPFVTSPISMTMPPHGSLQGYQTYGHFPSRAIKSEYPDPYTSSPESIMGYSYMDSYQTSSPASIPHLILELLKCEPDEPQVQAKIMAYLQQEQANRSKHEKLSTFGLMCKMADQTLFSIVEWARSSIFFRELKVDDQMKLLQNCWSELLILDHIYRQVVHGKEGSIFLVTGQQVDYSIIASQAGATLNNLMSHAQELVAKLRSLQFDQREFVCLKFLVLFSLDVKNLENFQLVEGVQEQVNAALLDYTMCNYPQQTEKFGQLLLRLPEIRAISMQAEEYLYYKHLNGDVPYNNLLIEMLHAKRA
NOD2 RIPK2 PPI = NOD2-RIPK2 binding disruptors in cells, primary screen, fluorescence, CHO cells, BLA complementation | Receptor-interacting serine/threonine-protein kinase 2 (Homo sapiens), O43353 | CCF4 ratio | inhibition, % at 4.98 µM | hit rate 0.38% among 360,000 | AID 624267, 2012; in the data active means inhibition above about 21%;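 further: 0% = vehicle only and 100% = reference blocker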
NCOA3 inh = SRC3 coactivator transcriptional activity inhibitors, primary screen, cell-based, luminescence | Nuclear receptor coactivator 3 (Homo sapiens), Q9Y6Q9 | HEK293 GAL4-SRC3 luciferase reporter | inhibition, % at 3.6 µM | hit rate 0.17% among 360,000 | AID 588352, 2011;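 active means inhibition above a per-campaign cutoff, the mean of all compounds plus 3 SD, cut at about 60% in these data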;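 further: 0% = DMSO-treated cells and 100% = gossypol-treated cells at 36 µM; higher means less SRC3-driven luciferase light from the GAL4 reporter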
An asterisk follows results filed as active; · = not tested or not shown. Not all compounds are listed, so the mix of outcomes need not match the whole.

cpd	Compound	LMP1 NFkB inh	TROY signal inh	NCOA1 inh	TRAIL sens C8	Vif inh	TLR9-MyD88 block
1	CC(=O)c1cnc(-c2ccccc2)s1	-8	-6	-14	41	9	·
2	CN(c1ccccc1)c1ncccn1	·	8	6	-11	7	·
3	Nc1ccccc1C(=O)N/N=C1/C2CN3CCN(C2)CC1(Cc1ccccc1)C3	-1	-16	-63	-6	4	0
4	CCO[C@@H]1OC(C(=O)N2CCCCCCC2)=C[C@H](C2CCCCC2)[C@H]1CCCO	-12	-8	-2	-6	-2	3
5	O=C(c1cc(-c2cccc(Cl)c2)on1)N1CCN(c2ccc(F)cc2)CC1	-7	10	-10	1	6	-16
6	N#CC1=C(N)NC(=S)C(C(N)=O)C1c1ccc(Cl)cc1Cl (stereo unspecified)	3	-2	-4	0	-10	9
7	COc1ccc(S(=O)(=O)N2CCC(=O)N2)cc1	2	14	-2	-4	·	5
8	CN(Cc1ccc(-n2cccn2)cc1)Cc1nc(-c2cnccn2)no1	-8	12	3	-11	0	-12
9	COc1ccc(C(=O)Nc2ccc(NC(=O)c3cccs3)cn2)cc1	4	-20	-5	-2	-18	0
10	CN1CCOC(=O)/C1=N/Nc1cc(Cl)ccc1Cl	-5	2	-2	-6	5	2

cpd	COUP-TFII inh	SRC2 inh	LRH-1 inv ag	NOD2 RIPK2 PPI	NCOA3 inh
1	-4	-29	-18	5	-3
2	14	-7	-2	5	9
3	-33	-25	-80	-5	-56
4	-5	-1	10	-5	15
5	0	-3	21	0	8
6	3	4	20	9	9
7	-12	10	11	-6	-4
8	-24	-28	3	6	18
9	-6	4	-27	-13	-8
10	-15	-23	3	-5	6

The last five compounds of the part above open the next one.
cpd	Compound	LMP1 NFkB inh	TROY signal inh	NCOA1 inh	TRAIL sens C8	Vif inh	TLR9-MyD88 block
6	N#CC1=C(N)NC(=S)C(C(N)=O)C1c1ccc(Cl)cc1Cl (stereo unspecified)	3	-2	-4	0	-10	9
7	COc1ccc(S(=O)(=O)N2CCC(=O)N2)cc1	2	14	-2	-4	·	5
8	CN(Cc1ccc(-n2cccn2)cc1)Cc1nc(-c2cnccn2)no1	-8	12	3	-11	0	-12
9	COc1ccc(C(=O)Nc2ccc(NC(=O)c3cccs3)cn2)cc1	4	-20	-5	-2	-18	0
10	CN1CCOC(=O)/C1=N/Nc1cc(Cl)ccc1Cl	-5	2	-2	-6	5	2
11	COc1cccc(NC(=O)CNC(=O)c2ccc(F)cc2)c1	-5	-3	-19	-7	-3	-2
12	CSCC[C@H](NC(=O)c1cccc(S(=O)(=O)N2CCN(C)CC2)c1)c1nc2ccccc2[nH]1	0	5	-1	-7	5	-13
13	Cc1cc(C)c2c(=O)[nH]c(SCC(=O)N3CCCCC3)nc2n1	-4	-4	-4	-24	1	1
14	Cc1ccc(Cn2c(SCC(=O)N/N=C/c3ccccc3OCC(=O)O)nc3ccccc32)cc1	6	4	13	-6	8	2
15	CCC(C)c1ccc(S(=O)(=O)N2CCN(C(=O)c3ccc(Cl)c(S(=O)(=O)N4CCOCC4)c3)CC2)cc1 (stereo unspecified)	20	30	0	-6	-3	-3
16	Cc1ccc(C(=O)CSc2nc(O)cc(=O)[nH]2)cc1C	-2	-32	-34	-12	4	14
17	CCCc1nc2c(sc3nc4c(cc32)COC(C)(C)C4)c(=O)o1	-4	-8	-4	-3	0	-7
18	O=C(Nc1ccncc1)Nc1ccc(F)cc1	2	-8	-16	17	-3	-2
19	CC1(C)CC(=O)C2=C(C1)OC(N)=C(C#N)C21C(=O)N2CCCc3cccc1c32 (stereo unspecified)	7	0	7	-7	8	3
20	CC(C)Cc1nc(SCC(=O)N2CCCCC2)c2c(=O)n(C)c(=O)n(C)c2n1	-6	-2	-9	33	7	-8

cpd	COUP-TFII inh	SRC2 inh	LRH-1 inv ag	NOD2 RIPK2 PPI	NCOA3 inh
6	3	4	20	9	9
7	-12	10	11	-6	-4
8	-24	-28	3	6	18
9	-6	4	-27	-13	-8
10	-15	-23	3	-5	6
11	13	-29	1	-4	-8
12	1	3	6	-3	-9
13	-15	0	-5	2	8
14	14	-14	6	1	12
15	35	12	-1	-7	18
16	13	18	9	13	6
17	-2	-18	8	2	-15
18	-3	-3	-3	7	-25
19	10	-5	8	10	5
20	6	-16	10	-1	-6

Quoted from above: entries 13 to 14
cpd	Compound	LMP1 NFkB inh	TROY signal inh	NCOA1 inh	TRAIL sens C8	Vif inh	TLR9-MyD88 block
13	Cc1cc(C)c2c(=O)[nH]c(SCC(=O)N3CCCCC3)nc2n1	-4	-4	-4	-24	1	1
14	Cc1ccc(Cn2c(SCC(=O)N/N=C/c3ccccc3OCC(=O)O)nc3ccccc32)cc1	6	4	13	-6	8	2

cpd	COUP-TFII inh	SRC2 inh	LRH-1 inv ag	NOD2 RIPK2 PPI	NCOA3 inh
13	-15	0	-5	2	8
14	14	-14	6	1	12

Next part.
cpd	Compound	LMP1 NFkB inh	TROY signal inh	NCOA1 inh	TRAIL sens C8	Vif inh	TLR9-MyD88 block
21	O=C(Nc1ccc(N2CCOCC2)c(Cl)c1)c1ccc(S(=O)(=O)N2CCOCC2)cc1	1	9	-13	3	2	8
22	CCCN(CCC)S(=O)(=O)c1ccc(Cl)c([N+](=O)[O-])c1	2	33	-9	-3	-12	8
23	CSc1nc2ccccc2c(=O)n1N	0	-4	11	-3	·	7
24	CCCc1nc2c(C)cc(Br)cn2c1Cc1ccccc1	·	5	-42	5	·	·
25	CCc1ccc(N2CC(C(=O)OCc3csc(CC(=O)Nc4ccccc4C)n3)CC2=O)cc1 (stereo unspecified)	3	-1	0	-7	1	-3
26	CC(C)[C@H](NC(N)=O)C(=O)Nc1cccc([N+](=O)[O-])c1	-3	-42	-4	4	-1	2
27	Cc1ccc(C(=O)C(OC(=O)CN2C(=O)c3ccccc3C2=O)c2ccccc2)cc1 (stereo unspecified)	1	-20	-4	-4	2	-14
28	Cc1ccccc1-n1c(SC(C)C(=O)N2CCN(C)CC2)nc2ccccc2c1=O (stereo unspecified)	-1	5	2	11	6	5
29	O=C(CN(C1CC1)S(=O)(=O)c1ccc(S(=O)(=O)NC2CCCCC2)cc1)Nc1ccccc1	8	30	-15	-2	-1	-9
30	Cc1ccsc1CNc1ncnc2ccc(-c3c(C)noc3C)cc12	12	44	-13	4	-3	-2

cpd	COUP-TFII inh	SRC2 inh	LRH-1 inv ag	NOD2 RIPK2 PPI	NCOA3 inh
21	7	-29	21	3	18
22	-17	7	1	20	-7
23	-19	-34	10	3	8
24	-31	-53	-28	-8	-52
25	1	6	-6	6	0
26	4	1	5	-1	5
27	4	17	-3	-3	-10
28	·	·	22	-12	9
29	-7	3	14	2	16
30	-80	-21	43	0	28

(next part)
cpd	Compound	LMP1 NFkB inh	TROY signal inh	NCOA1 inh	TRAIL sens C8	Vif inh	TLR9-MyD88 block
31	CC1CCCCC1NC(=O)COC(=O)c1ccc2c(c1)NC(=O)CS2 (stereo unspecified)	10	-12	3	4	-5	-14
32	C[C@H]1CN([C@@H](C)CO)C(=O)c2cccc(NC(=O)Nc3ccc(C(F)(F)F)cc3)c2O[C@@H]1CN(C)C(=O)Nc1ccc(F)cc1	-11	7	-1	15	-4	-7
33	CCC(c1nnnn1Cc1ccco1)N(Cc1cc2cc(C)cc(C)c2[nH]c1=O)CC1CCCO1 (stereo unspecified)	3	-7	-9	-11	-4	1
34	COc1cccc(NC(=O)CN(C)C(=O)CN2C(=O)c3ccc([N+](=O)[O-])cc3C2=O)c1	0	3	-9	-28	-5	4
35	CC[C@@H](CC1CCCCC1)C(=O)N(Cc1ccccc1)c1ccccc1	25	7	20	8	-1	-10
36	COc1ccc(/C=N/n2cnc3c([nH]c4ccccc43)c2=O)cc1CO	-1	-31	-3	-15	-28	9
37	O=C1C=C(N2CCOCC2)C2(CCCCC2)O1	-4	-9	-4	-1	-4	-10
38	O=C(NC(=S)NC1CCS(=O)(=O)C1)c1ccccc1F (stereo unspecified)	-2	16	-4	-4	-3	1
39	O=C(COC(=O)c1ccc(Cl)c(S(=O)(=O)N2CCCCC2)c1)NCc1ccco1	-1	1	-6	0	-3	3
40	Cc1c(Cl)cccc1NC(=O)c1ncn[nH]1	4	11	6	-27	-1	-2

cpd	COUP-TFII inh	SRC2 inh	LRH-1 inv ag	NOD2 RIPK2 PPI	NCOA3 inh
31	-17	-27	13	2	14
32	0	-18	0	3	28
33	-9	5	10	-3	11
34	0	13	10	-4	10
35	10	9	-15	-4	9
36	22	-8	-7	-6	12
37	-6	-5	5	-14	23
38	-4	-4	10	-2	-2
39	-15	-19	-13	-7	13
40	1	31	1	0	22

Carrying on:
cpd	Compound	LMP1 NFkB inh	TROY signal inh	NCOA1 inh	TRAIL sens C8	Vif inh	TLR9-MyD88 block
41	O=C(NCCCNC(=O)c1ccccn1)c1cccc(F)c1	1	0	5	1	10	0
42	O=C1CSC(=S)N1/N=C/c1cccnc1	-2	-30	3	-5	-5	-4
43	Cc1cccc(OCC(=O)N2CCN(C(=O)c3cccs3)CC2)c1	-1	-8	-10	-8	14	2
44	N#Cc1ccccc1CSc1nc2ccc(NC(=O)c3ccccc3C(=O)O)cc2s1	-25	16	-51	-6	6	-15

cpd	COUP-TFII inh	SRC2 inh	LRH-1 inv ag	NOD2 RIPK2 PPI	NCOA3 inh
41	-6	-39	-8	-1	0
42	-9	-9	12	-4	23
43	7	6	-7	-4	-9
44	-35	-30	3	-7	-52
